# High-throughput results (PubChem)
# KDM4E inh = blocks human JMJD2E demethylase activity | Potency, µM (doses to about 57.1 µM), for inactives: at the top dose activity change, negative = inhibition, usual class: inhibitors | B2RXH2 | 1.6% of 230,000 active | JMJD2E catalytic domain, FDH-coupled NADH fluorescence (FDH is formaldehyde dehydrogenase); active means well fitted inhibition curve with a large enough effect, not every such curve was filed as active; inconclusive means small, poorly fitted or top-dose-only effect, or another doubt; inactive means no such curve, though single readings can be large or run the other way;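 further: 0% = wells with enzyme and -100% = buffer wells without enzyme; nearly all actives have a fitted effect of over 50% in size; many of its hits are not listed in these tables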
# Target sequence (B2RXH2 1-337 limits assumed): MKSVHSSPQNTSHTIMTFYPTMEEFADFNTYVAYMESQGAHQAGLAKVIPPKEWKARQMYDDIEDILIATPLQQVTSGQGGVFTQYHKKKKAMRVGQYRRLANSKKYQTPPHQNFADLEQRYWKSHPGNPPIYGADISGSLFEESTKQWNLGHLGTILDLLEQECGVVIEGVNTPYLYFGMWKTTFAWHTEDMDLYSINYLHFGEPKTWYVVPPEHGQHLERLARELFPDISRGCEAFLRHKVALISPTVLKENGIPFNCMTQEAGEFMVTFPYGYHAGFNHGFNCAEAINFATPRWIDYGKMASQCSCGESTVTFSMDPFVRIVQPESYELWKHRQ
# GoLoco inh red = RGS12 GoLoco-Gai1 interaction inhibition; P63096; Potency, µM (titrated, usually from 61.6 µM), without a hit: at the top dose activity, negative = inhibition, usual class: inhibitors; AID 880; Gai1:RGS12 GoLoco peptide FP, rhodamine, 10 min; 0.44% of 230,000 active; active means well fitted inhibition curve with a large enough effect, not every such curve was filed as active; inactive means no such curve, though single readings can be large or run the other way; further: nearly all actives have a fitted effect of over 30% in size; many of its hits are not listed in these tables
# Tau FP inhib = blocks human tau fibril formation measured by polarization | P10636 | K18 P301L tau heparin fibrillization, Alexa594 FP, 6 h | Potency, µM (highest dose often 57.7 µM), for the others: at the top dose activity, negative = inhibition, most hits filed as inhibitors | 0.39% of 280,000 active | AID 1468; further: nearly all actives have a fitted effect of over 55% in size
# Target sequence (P10636 561-689 P618L limits assumed): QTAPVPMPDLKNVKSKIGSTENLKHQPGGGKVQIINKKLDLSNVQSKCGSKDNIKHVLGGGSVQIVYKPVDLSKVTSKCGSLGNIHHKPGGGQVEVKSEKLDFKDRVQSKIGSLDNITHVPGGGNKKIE
#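 Read-out: fluorescence polarization of Alexa 594-labeled tau (0.24 uM), 555 nm excitation, 632 nm emission. Mixtures held 15 uM unlabeled K18 P301L, compound and 20 uM heparin, pH 7 acetate buffer, incubated 6 hr at 37 C.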
# L3MBTL1 inh = L3MBTL1 (human) inhibition; AID 485360; Q9Y468; Potency, µM (series often up to 57.1 µM), inactives show at the top dose activity, negative = inhibition, hits mostly inhibitors; 0.66% of 230,000 active; AlphaScreen L3MBTL1–H3K9me1 peptide binding; further: nearly all actives have a fitted effect of over 60% in size
#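 First, the protein-peptide complex forms for 30 min at room temperature (L3MBTL1 50 nM, biotinylated H3K9me1 peptide 75 nM). Next, compounds are pin-transferred and incubated 30 min. Finally, AlphaScreen beads are added and read after 30 min.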
# TRb SRC2 PPI = inhibitors of human thyroid hormone receptor beta-SRC2 interaction | P10828 | TRbeta-SRC2 peptide binding, fluorescence polarization; receptor liganded with 1 µM T3 | Potency, µM (series often up to 106 µM), inactives show at the top dose activity change, negative = inhibition, hits mostly inhibitors | 0.065% of 280,000 active | AID 1469;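 further: plate controls were bound peptide for no effect and peptide without receptor for full effect; nearly all actives have a fitted effect of over 50% in size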
# Target sequence (P10828 whole entry, looked up): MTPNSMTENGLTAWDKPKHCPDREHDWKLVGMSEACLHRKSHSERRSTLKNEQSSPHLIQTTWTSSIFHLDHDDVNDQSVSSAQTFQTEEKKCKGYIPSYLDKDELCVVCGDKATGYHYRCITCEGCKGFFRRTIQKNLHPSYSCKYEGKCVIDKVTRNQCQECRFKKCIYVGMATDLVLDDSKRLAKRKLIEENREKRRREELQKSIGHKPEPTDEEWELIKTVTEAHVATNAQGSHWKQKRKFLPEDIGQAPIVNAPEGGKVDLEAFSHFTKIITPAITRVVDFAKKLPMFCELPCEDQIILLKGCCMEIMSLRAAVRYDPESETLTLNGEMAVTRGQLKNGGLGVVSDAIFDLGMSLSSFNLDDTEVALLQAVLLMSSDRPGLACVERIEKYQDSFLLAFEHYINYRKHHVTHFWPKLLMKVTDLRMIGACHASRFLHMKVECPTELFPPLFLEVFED
#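 A fluorescence polarization screen tested compounds at multiple concentrations against complex formation between 0.6 uM TRb ligand-binding domain and 20 nM Texas Red SRC2 peptide, with 1 uM T3 present; readout after 5 hr.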
# Tau ThT inhib = blocks human tau fibril formation measured by thioflavin T. P10636. recombinant tau K18 P301L (four-repeat tau fragment), heparin-induced fibrillization, ThT fluorescence. Potency, µM (doses to about 57.4 µM), without a hit: top-dose activity, negative = inhibition, most hits filed as inhibitors. 2.1% of 270,000 active; further: nearly all actives have a fitted effect of over 55% in size
#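 In this qHTS, human K18 P301L tau is incubated with compound and heparin for 6 hr at 37 C, and Thioflavin T fluorescence then reports fibril load.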
# RECQ1 inh = inhibitors of human RECQ1 DNA helicase | P46063 | RECQ1 DNA unwinding, red fluorescence kinetic read | Potency, µM (highest dose often 57.3 µM), without a hit: at the highest dose activity, negative = inhibition, most hits filed as inhibitors | 0.54% of 240,000 active | AID 2549;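 further: plate controls were vehicle for no effect and no enzyme for full effect; nearly all actives have a fitted effect of over 30% in size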
#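 RECQ1T1 50 nM; forked duplex (20 bp + 30-nt ss tails) 200 nM, ATP 2 mM final; pH 8.0, 2 mM MgCl2, 2.5 ug/ml poly(dI-dC); 15 min compound preincubation; discontinuous kinetic read over 2 h at RT.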
# TR SRC2 fluor cs = counter-screen for TRb-SRC2 inhibitors: fluorescence interference; TRb/SRC2 Texas Red total fluorescence interference; Potency, µM (titrated, usually from 106 µM), inactives show top-dose fluorescence change, negative = quenching; 0.29% of 280,000 active; AID 1479; active means well fitted curve in either direction with a large enough effect; inconclusive means small, poorly fitted or top-dose-only effect
#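 Flags fluorescent or light-absorbing compounds by total fluorescence, S + 2P, at 555 nm excitation and 632 nm emission. Mixture: 20 nM Texas Red SRC2 peptide, 0.6 uM human TRb LBD, 1 uM T3, 5% DMSO; compound exposure 5 h at ambient temperature.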
# Numbers without * were called inactive; i = inactive; ? = inconclusive; / = no result given; & = joins results of further samples; [ ] = dose if it differs, or a comment. Unless noted, the call rests on the fitted dose curve; in most records, active means well fitted curve in the direction sought with a large enough effect; inconclusive means small, poorly fitted or top-dose-only effect, or another doubt; inactive means no such curve, though single readings can be large; an effect the other way counts as inactive or inconclusive. Unless noted, on the % scale 0 is the no-effect control and ±100 the full control effect; potency means the concentration at half of the fitted maximal effect. A portion of the library (hit frequency here may not be typical).
SMILES,KDM4E inh,GoLoco inh red,Tau FP inhib,L3MBTL1 inh,TRb SRC2 PPI,Tau ThT inhib,RECQ1 inh,TR SRC2 fluor cs
Cc1c(N2C(=O)c3cccc4cccc(c34)C2=O)cnn1C,-9%,8%,1%,4%,4%,5%,-2%,-9%
CCC12CN3CC(CC)(CN(C1)C3c1ccc(OCc3ccccc3)cc1)C2=O (stereo not given),/,/,-2%,/,-2%,-4%,/,-1%
C#CCNC(=O)C(C)c1ncc(C(F)(F)F)cc1Cl (stereo not given),4%,-4%,-8%,/,-6%,-8%,-14%,-2%
CCC1(C)CC(=O)c2c(ccc3oc(C(=O)NCc4ccccc4)c(C)c23)O1 (stereo not given),/,/,1%,/,-2%,-10%,/,-4%
Cc1cc2nc(-c3cccc(NC(=O)c4ccc(Br)o4)c3C)oc2cc1C,10%,12%,-4%,?,-4%,0%,3%,-3%
CN(C)/C=N/c1c(C#N)cnn1-c1ccccc1,-3%,13%,-2%,-4%,-5%,-1%,-3%,-3%
CCOC(=O)N1CCN(C(=O)c2ccc3c(=O)n(Cc4ccccc4)c(=S)[nH]c3c2)CC1,1%,-1%,-3%,3%,-5%,-7%,-10%,-1%
CCc1c(C)nc2c(C#N)c(C)[nH]n2c1=O,-28%,4%,5%,-1%,-3%,6%,16%,-1%
Cc1cc(/C=C2\SC(=S)N(Cc3ccco3)C2=O)c(C)n1-c1cccnc1,4%,107%[activator],-2%,-2%,-3%,?,-9%,0%
CCC(CC)C1=NN2C(=N)/C(=C\c3cc(C)n(-c4cccc(C)c4)c3C)C(=O)N=C2S1,8%,33%[activator],2%,-2%,6%,10%,i,-5%
Cn1c(=O)c2sccc2n2c(CCC(=O)N3CCN(c4ccc(F)cc4)CC3)nnc12,/,/,-2%,/,5%,-14%,/,10%
CN(C)S(=O)(=O)c1ccc(C(=O)NCc2ccco2)cc1,-1%,3%,-3%,-27%,5%,-3%,-8%,0%
CCN(CC)c1ccc(CNCCCSc2nnnn2C)cc1,/,/,4%,/,-7%,-3%,/,0%
COc1ccccc1CNc1ncnc2ccc(-c3cccnc3)cc12,?,0%,-1%,/,0%,1%,6%,-5%
COc1ccc(CCN2C(=O)CN(C3CCCCCC3)C(=O)C2c2ccc(Cl)cc2)cc1OC (stereo not given),/,/,3%,/,-2%,-9%,/,-2%
O=C(CSc1ccc(-c2ccc(Br)cc2)nn1)N1CCOCC1,-4%,-3%,-2%,/,-1%,1%,-5%,-2%
COc1cc2c(cc1O)C(SC)=NC(C)(C)C2,-2%,1%,-12%,6%,-10%,?,i,-1%
O=C(c1ccccc1-n1cccc1)N1N=C(C(F)F)CC1(O)C(F)F (stereo not given),2%,3%,-2%,-17%,1%,-3%,4%,-1%
CCc1nnc(NS(=O)(=O)c2ccc(NC(=O)c3cccc(Cl)c3)cc2)s1,-10%,-5%,-3%,-11%,2%,-2%,-2%,-3%
COC(=O)c1ccc(NC(=O)Nc2ccc(F)cc2)cc1,-6%,2%,?,5%,1%,?,-8%,-2%

# Ordered by length of the SMILES (highest first): some entries from above
SMILES,KDM4E inh,GoLoco inh red,Tau FP inhib,L3MBTL1 inh,TRb SRC2 PPI,Tau ThT inhib,RECQ1 inh,TR SRC2 fluor cs
CCC(CC)C1=NN2C(=N)/C(=C\c3cc(C)n(-c4cccc(C)c4)c3C)C(=O)N=C2S1,8%,33%[activator],2%,-2%,6%,10%,i,-5%
CCOC(=O)N1CCN(C(=O)c2ccc3c(=O)n(Cc4ccccc4)c(=S)[nH]c3c2)CC1,1%,-1%,-3%,3%,-5%,-7%,-10%,-1%
COc1ccc(CCN2C(=O)CN(C3CCCCCC3)C(=O)C2c2ccc(Cl)cc2)cc1OC (stereo not given),/,/,3%,/,-2%,-9%,/,-2%
Cn1c(=O)c2sccc2n2c(CCC(=O)N3CCN(c4ccc(F)cc4)CC3)nnc12,/,/,-2%,/,5%,-14%,/,10%
CCc1nnc(NS(=O)(=O)c2ccc(NC(=O)c3cccc(Cl)c3)cc2)s1,-10%,-5%,-3%,-11%,2%,-2%,-2%,-3%
Cc1cc2nc(-c3cccc(NC(=O)c4ccc(Br)o4)c3C)oc2cc1C,10%,12%,-4%,?,-4%,0%,3%,-3%
CN(C)S(=O)(=O)c1ccc(C(=O)NCc2ccco2)cc1,-1%,3%,-3%,-27%,5%,-3%,-8%,0%
COc1ccccc1CNc1ncnc2ccc(-c3cccnc3)cc12,?,0%,-1%,/,0%,1%,6%,-5%
COC(=O)c1ccc(NC(=O)Nc2ccc(F)cc2)cc1,-6%,2%,?,5%,1%,?,-8%,-2%
C#CCNC(=O)C(C)c1ncc(C(F)(F)F)cc1Cl (stereo not given),4%,-4%,-8%,/,-6%,-8%,-14%,-2%
CCN(CC)c1ccc(CNCCCSc2nnnn2C)cc1,/,/,4%,/,-7%,-3%,/,0%
COc1cc2c(cc1O)C(SC)=NC(C)(C)C2,-2%,1%,-12%,6%,-10%,?,i,-1%

# Other records follow.
SMILES,KDM4E inh,GoLoco inh red,Tau FP inhib,L3MBTL1 inh,TRb SRC2 PPI,Tau ThT inhib,RECQ1 inh,TR SRC2 fluor cs
Cc1ccc(C2C3=C(CC(C)(C)CC3=O)N=C3c4ccccc4C(=O)C32)cc1 (stereo not given),-1%,22%,12%,-27%,-1%,?,6%,-3%
CCN1CCN(C(c2ccccc2Cl)c2c(O)cc(C)n(Cc3ccco3)c2=O)CC1 (stereo not given),/,/,?,/,6%,?,/,-1%
CCOc1ccc(NC(=O)CN2C(=O)C3CCCN3C2=O)cc1 (stereo not given),-6%,7%,0%,0%,-17%,8%,-15%,3%
COc1ccc(NC(=O)NNC(=O)c2ccc(Cl)cc2Cl)cc1OC,-2%,3%,6%,17%,0%,-10%,-6%,0%
COC(=O)C/C=C/[C@@H](C)[C@@H](/C=N/OC[C@H]1O[C@H](c2ccccc2)C=C[C@@H]1Oc1ccc(OC)cc1)OC,-7%,-6%,2%,16%,-10%,?,-4%,0%
COc1ccc(NS(=O)(=O)c2cc(NC(=O)C3CC3)ccc2N2CCOCC2)cc1,-20%,8%,2%,-5%,-1%,1%,3%,0%
CC(=O)Nc1ccc(S(=O)(=O)N(C2=NCC(C)S2)c2ccccc2)cc1 (stereo not given),1%,-5%,-6%,-15%,-4%,-3%,-1%,2%
Fc1cccc(Cl)c1CNc1ccc(N2CCCC2)cc1,11µM*,-14%,11µM*,?,-19%,5.6µM*,-5%,16%
Cc1ccc2c(Cl)cc(Cl)c(OCC(=O)Nc3cccc(S(=O)(=O)N(C)C)c3)c2n1,6%,-10%,-9%,5%,-6%,-4%,-4%,-2%
CCCCCn1c(=O)c(F)cn(Cc2ccc(OC)c([N+](=O)[O-])c2)c1=O,0%,2%,-2%,0%,0%,-10%,-2%,-3%
Cc1nc2ccc(NC(=O)Cc3ccc(Br)cc3)cc2s1,-3%,-10%,?,/,5%,-1%,i,-2%
Cc1cc(C(=O)N(C)C)sc1-c1ccccc1,3%,10%,5%,2%,5%,-6%,-7%,-1%
Cc1c(CCC(=O)NCCc2ccc(Cl)cc2)c(=O)oc2c(C)c(O)ccc12,/,/,-19%,/,9%,-4%,/,4%
Cc1nn(-c2ccccc2)c(OC(=O)c2cccc(Br)c2)c1S(=O)(=O)c1ccccc1,/,/,1%,/,-2%,-1%,/,0%
CC(=O)Oc1ccc(C(=O)[C@H]2[C@H]3C(=O)N(c4ccc(C)cc4)C(=O)[C@H]3[C@@H]3C=CC=NN32)cc1,-28%,108%[activator],-9%,-7%,6%,?,8%,0%
c1ccc(CSCCc2ccncc2)cc1,12%,-5%[14.2 µM],0%,/,-2%,-15%,i,1%
CC1=C(C(=O)OCC2CCCCC2)C(c2ccc(F)cc2F)CC(=O)N1 (stereo not given),/,/,2%,/,6%,-10%,/,1%
COc1cc2c(cc1NC(=O)C(C)OC(=O)/C=C/c1ccc(OC(F)F)cc1)oc1ccccc12 (stereo not given),1%,28%,-17%,2%,1%,-5%,-1%,-2%
C[C@@H]1CN(Cc2nc(-c3ccc(Cl)cc3)no2)C[C@H](C)O1,-21%,10%,5%,?,1%,-10%,-1%,-5%
Cc1cccc(S(=O)(=O)NNC(=O)c2cc(-c3ccc(F)cc3)nc3ccccc23)c1,?,-3%,-9%,1%,3%,13%,19%,2%
COc1ccc(-c2cc(C(=O)NCc3ccc(F)cc3)no2)cc1,/,/,-5%,/,-4%,-2%,/,5%
Cc1ccc(CS(=O)(=O)CCC(=O)NCc2ccccn2)cc1,0%,-3%,-14%,2%,-7%,-5%,i,1%
Oc1cc2c(cc1O)C(c1ccccc1)CNCC2 (stereo not given),20µM*,-21%&-31%&-16%,?,/,2%&-11%&4%,?,-7%&19%,-4%&-4%&-1%
Cc1cccc(Cn2c(SCc3ccc(C(=O)NCc4ccccc4F)cc3)nc3ccncc32)c1,/,/,6%,/,4%,6%,/,2%
CN(C)c1ccc(/C=N/NS(=O)(=O)c2ccc(Br)cc2)cc1,-2%,2%,10%,?,6%,?,i,-1%
Cc1ccc(C)c(OCCCCn2cnc3ccccc3c2=O)c1,-7%,/,3%,37%[activator],-4%,-15%,-10%,-3%
CSc1ccc(CCNC(=O)CCc2c(C)nc3c4cccnc4nn3c2C)cc1,/,/,12%,/,-6%,-5%,/,-1%
CCC(C)n1c(SCC(=O)NC(=O)c2cccn2C)nc2ccccc2c1=O (stereo not given),4%,13%,6%,/,-8%,-6%,i,2%
Cc1cc(C)cc(NC(=O)CSc2nc3ccncc3[nH]2)c1,10%,3%,-4%,/,-2%,-16%,-6%,-1%
Cn1nnnc1-c1cc(Br)ccc1NC(=O)c1ccccc1,6%,-1%,-9%,7%,-13%,4%,-10%,-1%
COC(OC)c1ccnc(-c2ccc(OC(=O)c3ccc(F)cc3)cc2)n1,-10%,-1%,7%,14%,10%,?,-9%,-1%
Cc1ccc(OCC(=O)Nc2cccc(O)c2)cc1C,0%,0%,5%,23%,-3%,-4%,-4%,-8%
